Screening data (PubChem)
Pf apPOL inh: Pf-apPOL DNA polymerase inhibition; Recombinant Pf-apPOL, molecular beacon fluorescence, 1.5 h; inhibition, % at 10 µM; 210,000 compounds, 0.25% hits
mHTT-CaM PPI inh: inhibitors of human mutant huntingtin-calmodulin interaction; AlphaScreen His-mHTT/GST-CaM binding, luminescence; inhibition, % at 15 µM; 190,000 compounds, 3.6% hits;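 note: 0% = both proteins with DMSO and 100% = one protein alone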
Target sequence (P42858 whole entry, looked up, stated change not applied): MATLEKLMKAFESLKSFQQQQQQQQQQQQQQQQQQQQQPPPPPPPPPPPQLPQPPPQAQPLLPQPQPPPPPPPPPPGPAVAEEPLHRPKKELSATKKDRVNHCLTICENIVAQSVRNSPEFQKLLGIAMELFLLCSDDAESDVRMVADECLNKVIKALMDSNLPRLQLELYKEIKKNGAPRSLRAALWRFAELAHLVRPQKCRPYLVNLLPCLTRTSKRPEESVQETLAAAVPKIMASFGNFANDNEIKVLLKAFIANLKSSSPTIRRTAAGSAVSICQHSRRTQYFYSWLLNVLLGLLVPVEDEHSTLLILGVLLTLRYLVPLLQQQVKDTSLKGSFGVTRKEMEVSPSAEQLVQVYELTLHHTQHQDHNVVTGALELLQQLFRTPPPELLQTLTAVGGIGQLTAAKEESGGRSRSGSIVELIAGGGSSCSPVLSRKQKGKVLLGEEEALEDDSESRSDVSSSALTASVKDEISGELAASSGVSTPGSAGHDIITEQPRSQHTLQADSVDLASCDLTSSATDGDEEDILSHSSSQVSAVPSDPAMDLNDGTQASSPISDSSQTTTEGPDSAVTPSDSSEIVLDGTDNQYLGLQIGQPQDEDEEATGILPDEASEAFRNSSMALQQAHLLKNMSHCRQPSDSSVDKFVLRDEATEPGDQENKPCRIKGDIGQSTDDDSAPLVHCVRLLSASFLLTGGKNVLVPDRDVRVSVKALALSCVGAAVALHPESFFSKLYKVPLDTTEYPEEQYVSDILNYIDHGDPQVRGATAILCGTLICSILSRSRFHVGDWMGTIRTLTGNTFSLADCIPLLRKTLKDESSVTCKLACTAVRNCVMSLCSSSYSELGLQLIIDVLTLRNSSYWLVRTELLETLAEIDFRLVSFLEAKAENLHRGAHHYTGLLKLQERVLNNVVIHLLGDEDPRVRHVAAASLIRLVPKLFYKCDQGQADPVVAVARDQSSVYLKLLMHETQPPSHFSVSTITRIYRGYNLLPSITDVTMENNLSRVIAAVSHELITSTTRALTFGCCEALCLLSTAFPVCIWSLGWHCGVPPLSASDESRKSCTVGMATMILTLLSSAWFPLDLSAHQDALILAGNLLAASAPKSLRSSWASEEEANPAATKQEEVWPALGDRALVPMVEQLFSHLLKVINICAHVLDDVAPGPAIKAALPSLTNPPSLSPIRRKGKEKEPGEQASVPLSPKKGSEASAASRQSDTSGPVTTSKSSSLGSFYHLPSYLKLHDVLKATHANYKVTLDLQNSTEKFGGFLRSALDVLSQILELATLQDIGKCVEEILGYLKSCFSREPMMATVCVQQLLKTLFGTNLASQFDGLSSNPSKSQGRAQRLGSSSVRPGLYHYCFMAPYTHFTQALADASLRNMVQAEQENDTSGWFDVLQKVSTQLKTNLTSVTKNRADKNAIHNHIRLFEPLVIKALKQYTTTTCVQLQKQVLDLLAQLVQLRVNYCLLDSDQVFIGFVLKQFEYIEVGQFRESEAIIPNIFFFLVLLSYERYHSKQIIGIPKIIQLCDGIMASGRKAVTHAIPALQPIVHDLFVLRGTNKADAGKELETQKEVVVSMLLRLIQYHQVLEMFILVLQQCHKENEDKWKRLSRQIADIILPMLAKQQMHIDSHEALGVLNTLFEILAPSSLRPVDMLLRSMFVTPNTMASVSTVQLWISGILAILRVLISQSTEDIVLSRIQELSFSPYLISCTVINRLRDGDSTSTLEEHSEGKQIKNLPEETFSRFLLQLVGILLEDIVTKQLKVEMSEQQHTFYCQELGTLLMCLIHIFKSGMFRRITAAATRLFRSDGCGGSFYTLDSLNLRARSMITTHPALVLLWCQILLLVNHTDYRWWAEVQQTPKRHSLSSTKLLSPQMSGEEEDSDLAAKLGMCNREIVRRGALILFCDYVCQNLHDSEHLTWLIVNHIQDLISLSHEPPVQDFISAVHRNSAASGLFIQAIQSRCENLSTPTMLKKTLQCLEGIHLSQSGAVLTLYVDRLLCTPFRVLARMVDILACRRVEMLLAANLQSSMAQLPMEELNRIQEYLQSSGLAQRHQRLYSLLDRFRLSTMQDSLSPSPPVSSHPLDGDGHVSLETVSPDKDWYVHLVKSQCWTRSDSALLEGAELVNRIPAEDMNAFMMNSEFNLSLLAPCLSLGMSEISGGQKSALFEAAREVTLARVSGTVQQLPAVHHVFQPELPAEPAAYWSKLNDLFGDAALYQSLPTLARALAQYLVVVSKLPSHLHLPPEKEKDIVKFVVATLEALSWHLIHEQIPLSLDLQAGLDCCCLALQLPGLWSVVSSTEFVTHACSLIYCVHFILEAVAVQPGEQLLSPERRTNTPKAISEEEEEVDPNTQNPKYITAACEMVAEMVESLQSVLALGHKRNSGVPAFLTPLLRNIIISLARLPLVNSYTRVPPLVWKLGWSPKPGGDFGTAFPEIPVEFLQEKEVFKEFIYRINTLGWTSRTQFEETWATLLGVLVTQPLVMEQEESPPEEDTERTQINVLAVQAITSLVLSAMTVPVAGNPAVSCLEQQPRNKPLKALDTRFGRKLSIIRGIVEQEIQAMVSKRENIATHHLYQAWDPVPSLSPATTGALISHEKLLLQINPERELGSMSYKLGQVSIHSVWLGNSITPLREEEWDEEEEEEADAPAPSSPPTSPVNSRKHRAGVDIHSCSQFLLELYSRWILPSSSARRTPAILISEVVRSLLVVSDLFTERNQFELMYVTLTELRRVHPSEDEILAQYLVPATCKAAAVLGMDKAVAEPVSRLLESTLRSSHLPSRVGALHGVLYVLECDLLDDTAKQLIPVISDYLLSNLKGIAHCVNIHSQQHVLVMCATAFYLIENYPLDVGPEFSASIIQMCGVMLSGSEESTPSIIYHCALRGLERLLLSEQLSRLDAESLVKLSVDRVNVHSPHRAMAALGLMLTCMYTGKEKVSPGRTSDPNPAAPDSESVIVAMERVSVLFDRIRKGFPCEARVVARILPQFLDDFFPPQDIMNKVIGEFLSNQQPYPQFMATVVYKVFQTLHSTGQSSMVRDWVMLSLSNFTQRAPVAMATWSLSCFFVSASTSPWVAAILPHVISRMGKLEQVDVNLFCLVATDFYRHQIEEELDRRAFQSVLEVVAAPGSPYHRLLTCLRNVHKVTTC
* hit, by the source's call; nt = not tested or not shown; & = joins results of further samples. Cut-off read from the data, not from the text of the source: active = inhibition above about 50%; inactive = the rest.

The line under a structure holds: Pf apPOL inh	mHTT-CaM PPI inh
Cc1cc(Cl)ccc1OC(C)C(=O)N1CCN(c2ccc([N+](=O)[O-])cc2)CC1 (centres undefined)
  55*	3
CC1(C)CC(N=NC2CC(C)(C)NC(C)(C)C2)CC(C)(C)N1
  nt	-7
COc1ccc(-c2cc(C(=O)Nc3c(Cl)cccc3Cl)no2)cc1OC
  -4	5
Cc1ccc(SCc2cc(=O)[nH]c(SCC(=O)Nc3cccc(C(F)(F)F)c3)n2)cc1
  -3	14
OC(COCC12CC3CC(CC(C3)C1)C2)CN1CCCC1 (centres undefined)
  -2	11
O=C(O)C1CCN(S(=O)(=O)c2cccs2)CC1
  -7&4	-11&-1
O=C(O)CC(N=CC1=C(O)CCCC1=O)C(=O)O (centres undefined)
  -6	-1
CC(C)(C)C(O)CCNC(=O)Nc1cccs1 (centres undefined)
  11	7
COc1cccc(C(=O)Nc2ccc(-c3nc4ccccc4s3)c(O)c2)c1
  -3	-18
COc1cc(C=O)cc(I)c1OCc1ccc(C)cc1
  -7	-50

Next part; it opens with the 2 that closed the last part.
The line under a structure holds: Pf apPOL inh	mHTT-CaM PPI inh
COc1cccc(C(=O)Nc2ccc(-c3nc4ccccc4s3)c(O)c2)c1
  -3	-18
COc1cc(C=O)cc(I)c1OCc1ccc(C)cc1
  -7	-50
CC(C)(O)C#Cc1ccc(C#Cc2ccc(C#CC(C)(C)O)cc2)cc1
  -6	3
C=CCc1c(C)nc(SCc2nc3ccccc3c(=O)[nH]2)[nH]c1=O
  -4	0
O=C(Nc1cccc(C(F)(F)F)c1)c1cc2cc(Br)ccc2oc1=O
  2	1
COc1ccc(NC(=O)c2cccc(NC(=O)c3ccco3)c2)c(OC)c1
  -2	12
Cc1onc(-c2c(Cl)cccc2Cl)c1C(=O)OC(Cc1ccccc1)C(F)(F)F (centres undefined)
  -8	nt
Cc1c(-c2ccccc2)c(=O)oc2c3c(ccc12)OCN(CC1CCCO1)C3 (centres undefined)
  -18	3
Cc1ccn2cc(-c3ccc(F)cc3)nc2c1
  0	2
Cc1ccc(-n2nc3c(c2NC(=O)CCC2CCCC2)CS(=O)(=O)C3)cc1
  0	6
Cc1ccc([N+](=O)[O-])cc1NC(=O)COc1ccc(Cl)cc1Cl
  3	-5
C=C(C)CC1C(=O)N(C(=O)c2c(Cl)cccc2Cl)N=C1C (centres undefined)
  0&-6	nt
CN(C)c1ccc(C2CC(=O)NC3=C2C(=O)CC(C)(C)C3)cc1 (centres undefined)
  0	8
COc1ccc(CC(=O)Nc2ccc(S(=O)(=O)Nc3cc(OC)nc(OC)n3)cc2)cc1
  0	7
CCC1Sc2ccccc2N(CC(=O)NC2CCCC(C)C2C)C1=O (centres undefined)
  -2	-13
COc1cccc(/C=C2\N=C(c3ccc([N+](=O)[O-])cc3Cl)OC2=O)c1OC
  -3	-1
N#CCCNCCN1CCCC1=O
  -1	0
O=C(c1csc(CN2CCN(c3ccc(Cl)cc3)CC2)n1)N1CCCC1
  -5	14
CCOc1ccccc1C1Nc2ccccc2NC2=C1C(=O)CC(c1ccc(OC)c(OC)c1)C2 (centres undefined)
  -7	46
c1cncc(-c2noc(CN3CCCCC3c3nc(C4CC4)no3)n2)c1 (centres undefined)
  -6	2
O=C(Nc1cccc(Cl)c1)C1Oc2ccccc2NC1=O (centres undefined)
  2	-8
CSc1cccc(NC(=O)NCCNc2cc(N(C)C)nc(C)n2)c1
  -4	2
COCCn1cc2c3c(cccc31)CN(C(=O)Nc1cc(Cl)ccc1C)CC2
  0	11
O=C1CCC(=O)N1c1ccc(Cc2ccc(N3C(=O)CCC3=O)cc2)cc1
  -1	-3
O=C(Nc1nnc(N=Cc2ccco2)s1)c1cc(Cl)cc(Cl)c1
  0	10
CCC(C)(C)C(=O)Nc1ccc(F)cc1
  38	0
Cc1cccc(-n2nc3c(c2NC(=O)c2ccccc2[N+](=O)[O-])CS(=O)(=O)C3)c1C
  -5	-3
O=C1CCC[C@@H]2Cc3nc4ccc(Cl)cc4cc3[C@@H]3CCN1[C@H]23
  -33	5
Cc1oc2cc(O)cc(C)c2c(=O)c1Oc1ccccc1
  -2	-4
COc1cccc(N2C(=O)C(N3C(=O)c4ccc([N+](=O)[O-])cc4C3=O)C2c2cccs2)c1 (centres undefined)
  -5	11
CC1=CC[C@@]23CCCN2C(=O)CCC[C@H]3C1
  -3	-7
O=C(O)c1nnn(-c2cccc(F)c2)c1-c1ccccn1
  6	-1
O=[N+]([O-])c1cccc(CN2C[C@@]34C=C[C@@H](C[C@@H]3S2(=O)=O)O4)c1
  -3	-2
CN(C)S(=O)(=O)c1ccc(-c2nnc(NC(=O)CN3C(=O)CCC3=O)o2)cc1
  0	5
COc1cc(C(=O)Nc2ccc(-c3cc4ccccc4oc3=O)cc2)cc(OC)c1OC
  -3	-36
COc1ccc(CCNC(=O)C2CCN(C(=O)c3cccc(Cl)c3)CC2)cc1
  3	-2
O=C(Cn1cnc2c(cnn2-c2ccc(F)cc2)c1=O)Nc1ccccc1C(F)(F)F
  -8	-10
Cc1cccc(NC(=O)N2CCc3c(c(COCc4cccc(F)c4)nn3C)C2)c1
  -6	24
O=C(NCc1nc2ccccc2[nH]1)C1CCCN(c2ccc(-n3ccnc3)nn2)C1 (centres undefined)
  -3	-18
CSc1cccc(NC(=O)CN(c2cccc(Cl)c2C)S(C)(=O)=O)c1
  5	1
CCOc1c(Cl)cnn(-c2ccccc2)c1=O
  -2	-2
O=C(CNS(=O)(=O)c1ccc(Br)s1)N1CCN(Cc2ccccc2)CC1
  -12	3
Cc1ccc(C2(c3ccc(C)cc3)CC2C(=O)NCc2cccnc2)cc1 (centres undefined)
  -10	15
CCNC(=O)c1csc(-c2cccc(OC(C)C)c2)n1
  -1	4
COc1cc(CNC(=O)C2CCCN(c3cc(=O)n(C)c(=O)n3C)C2)cc(OC)c1OC (centres undefined)
  3	8
C=CCNC(=O)c1ncn(-c2ccccc2C)n1
  -1	-4
OC(COCC1COc2ccccc2O1)CN1CCCCC1 (centres undefined)
  3	0
CCC(=O)Nc1cc(C)c(C)cc1[N+](=O)[O-]
  -3	3
CSc1ccccc1C(=O)N1CC2CC1C(=O)O2 (centres undefined)
  -2	-18
O=C(NC(N1CCCCC1)C(Cl)(Cl)Cl)c1cccc(Cl)c1 (centres undefined)
  -2	-29
Cc1ccc(NC(=O)CN2C(=O)C(c3ccccc3)=NC23CCCC3)cc1
  -9	-8
O=C(c1ccsc1)N1CCn2c(nnc2-c2ccccc2)C1
  1	-9

Next structures:
The line under a structure holds: Pf apPOL inh	mHTT-CaM PPI inh
O=S(=O)(Cc1ccc(Cl)cc1)CC(O)COc1ccc(F)cc1 (centres undefined)
  -10	nt
CCCCOC(=O)CN1C(=O)C(=Cc2ccc(OC)c(OC)c2)SC1=S
  -3	24
Cc1cc(NC(=O)Nc2ccc(Oc3ncnc4cc(Cl)ccc34)nc2)c(C(F)(F)F)o1
  -5	nt
O=C1OC(/C=C/c2ccc([N+](=O)[O-])cc2)=NC/1=C\c1cccc(Br)c1
  0	0
CC1CCN(c2ncc3c(n2)CCN(Cc2ccc(Cl)cc2)C3)CC1
  -1	20
COc1ccc(C)cc1NC(=O)N1CCC(N2CCN(Cc3ccccc3)C2=O)CC1
  -13	2
N#Cc1c(NC(=O)CN2CCOCC2)sc2c1CCCC2
  1	19
O=C1NC2(CCN(C(=O)NCc3cccc(F)c3)CC2)Nc2cc(Cl)ccc21
  -3	-7
Cc1nc(OCC(=O)Nc2ccc(C)c(F)c2)c2ccccc2n1
  1&3	-2&-9
COc1ccc(NC(=O)C2CC(=O)N(C)C(=Nc3ccc(Cl)c(Cl)c3)S2)cc1 (centres undefined)
  1	85*
CC1(C)CC(=O)C2=C(C1)OC(N)=C(C#N)C21CCCCC1
  -5	-5
O=c1cc(C(F)(F)C(F)F)[nH]n1-c1ccccc1
  -4	21
CCCN1CCN(C(=O)C2CCCN(c3nccc4sc(C)cc34)C2)CC1 (centres undefined)
  -2	10
O=[N+]([O-])c1ccc(-c2csc(=Nc3ccccc3)n2CCO)cc1
  1	32
CC(C)C(=O)Nc1ncc2c(n1)CC(c1cccs1)CC2=O (centres undefined)
  -9&-1	-5&2
Cc1ccc(CN2CCCn3nc(C(=O)NCc4ccccc4)cc3C2=O)cc1
  -2	-8
O=C(O)c1[nH]c(=O)[nH]c(=O)c1[N+](=O)[O-]
  -9&1	nt
Cc1cc(C(=O)NC2CC2)c2cc(C(C)C)ccc2n1
  0	0
Cc1cc(=O)oc2cc(OCC(=O)N3CCCCCC3)ccc12
  0	-1
CCC(=O)Nc1cccc(-c2noc(C3CCN(C(=O)c4sccc4C)CC3)n2)c1
  -4	15
CN(C(=O)c1ccc(C(=O)N(C)c2ccc(O)cc2)cc1)c1ccc(O)cc1
  -2	-6
O=C(NCc1ccccn1)c1cc(Sc2ccc(F)cc2)nc2ccccc12
  2	21
COc1ccccc1C(=O)Nc1nc2n(n1)C(c1ccccc1)C=C(c1ccc(Cl)cc1)N2 (centres undefined)
  -4	51*
NC(=NOC(=O)C=Cc1ccc(OC(F)(F)F)cc1)c1ccc(Cl)cc1
  0	nt
O=C(Nc1ccccc1C(F)(F)F)N1CCn2cccc2C1Cc1ccccc1 (centres undefined)
  1	11
CC1=NN(C(=O)c2cc(Cl)ccc2O)C(O)(C(F)F)C1 (centres undefined)
  -4	21
OCC#CCSc1cccc2cccnc12
  0	17
COc1ccccc1NNC(=O)C1CCCCC1
  4	nt
COc1ccc2oc(=N)c(C(=O)Nc3ccc(C)cc3)cc2c1
  2	3
CCC(=O)N1c2ccccc2-c2nnc(SC)nc2OC1c1cccs1 (centres undefined)
  1	15
C=CCNC(=O)CN(c1ccc(OC)cc1)S(=O)(=O)c1ccc(C)c([N+](=O)[O-])c1
  10	5
Cc1ccc(-c2nc(-c3ccc([N+](=O)[O-])cc3)no2)cc1C
  1	-2
O=C1CSC(c2cn(-c3ccccc3)nc2-c2cccnc2)N1Cc1ccccc1 (centres undefined)
  -36	28
CC1CCN(S(=O)(=O)c2ccc([N+](=O)[O-])cc2)CC1
  4	0
O=C(Nc1ccccc1Cl)c1ccc2nc(-c3ccccn3)c(-c3ccccn3)nc2c1
  0	16
CCN=C1S/C(=C\c2ccc(-c3ccc(Cl)cc3C(=O)O)o2)C(=O)N1CC
  10	7
Cc1cccc(Cn2nnc(C(=O)O)c2-c2ccccn2)c1
  -2	9
Cc1cccc(C)c1NC(=O)CSc1ccc([N+](=O)[O-])cn1
  -1&-15	-2&2
COCCc1noc(COC2CCCN(C(=O)c3ccco3)C2)n1 (centres undefined)
  4	-3
O=C(c1cn2c(n1)CSCC2)N1CCC(Cc2ccccc2)CC1
  1	57*

Single records, from the list above. Screens in order: Pf apPOL inh	mHTT-CaM PPI inh
Entry for COCCc1noc(COC2CCCN(C(=O)c3ccco3)C2)n1 (centres undefined) = 4	-3
Entry for Cc1cccc(Cn2nnc(C(=O)O)c2-c2ccccn2)c1 = -2	9
Entry for Cc1ccc(-c2nc(-c3ccc([N+](=O)[O-])cc3)no2)cc1C = 1	-2
Entry for Cc1cccc(C)c1NC(=O)CSc1ccc([N+](=O)[O-])cn1 = -1&-15	-2&2
Entry for O=C1CSC(c2cn(-c3ccccc3)nc2-c2cccnc2)N1Cc1ccccc1 (centres undefined) = -36	28

Additional entries follow:
The line under a structure holds: Pf apPOL inh	mHTT-CaM PPI inh
COc1cc(C2=NOC(C(=O)NCc3cccnc3)C2)cc(OC)c1OC (centres undefined)
  -6	0
Cc1ccc2c(c1)NC(=O)C(C(=O)N1CCN(c3cccc(Cl)c3)CC1)O2 (centres undefined)
  -4	-3
NC12CC3CC(C1)CC(CC(=O)O)(C3)C2
  -7&-3	1&-6
CCc1ccc2nc(C)cc(C(=O)NC(C)C)c2c1
  3	13
CCc1ccccc1N(CC(=O)NC1CCCCCC1)S(C)(=O)=O
  8	1
O=C1CCCC2=C1C(c1ccccc1Cl)n1c(nc3ccccc31)N2 (centres undefined)
  -12	-5
C=CCn1c(SCc2ccccc2)nc2ccccc2c1=O
  -3	-41
CC(=O)c1ccc([C@@H]2C[C@]34CNS(=O)(=O)[C@H]3C[C@H]2O4)cc1
  20	1
O=C1c2cccnc2C(=O)N1c1cccc(-c2nc3ccccc3s2)c1
  -7	5
CCOC(=O)c1oc2cc(OC(=O)C(C)(C)C)ccc2c(=O)c1-c1nc2ccccc2s1
  -5	3
Cc1cccc(-n2nc(C)c3sc(N4CCCN(C(=O)c5ccncc5)CC4)nc32)c1
  25	23
Cc1ccccc1NC(=O)c1ccc(-c2ccnc(N3CCCC3)n2)cc1
  -12	-5
O=C(OCCCN1CCC2(CCCCC2)C1=O)c1ccccc1
  -6	0
CC(O)CNC(=O)C(=O)Nc1ccc(F)cc1 (centres undefined)
  5	0
O=C(CN1CCN(C(=O)Nc2ccc(Br)cc2)CC1=O)Nc1ccccc1F
  -3	18
COc1ccc(F)cc1S(=O)(=O)N1CCN(CC(=O)c2ccco2)CC1
  -2	-6
Cc1nc2nc(SCC(=O)NC3CC3)nn2c(C)c1Cc1ccccc1
  -10	-1
Cc1cccc(-n2ncc3c(Nc4ccc(F)c(Cl)c4)ncnc32)c1
  -1	6
CS(=O)(=O)NC1CC2CC1CN2C(=O)Cc1ccc(Cl)cc1 (centres undefined)
  1	0
